Screening data: PubChem BioAssay, The Scripps Research Institute Molecular Screening Center
ZTA DNA inh = ZTA (EBV) inhibition in EBNA-1 counter-screen; P03206; ZTA-DNA binding, fluorescence polarization; inhibition, % at 11 µM; 320,000 tested, 0.15% active; in the data active = inhibition above about 33%
Target sequence (P03206 whole entry, looked up): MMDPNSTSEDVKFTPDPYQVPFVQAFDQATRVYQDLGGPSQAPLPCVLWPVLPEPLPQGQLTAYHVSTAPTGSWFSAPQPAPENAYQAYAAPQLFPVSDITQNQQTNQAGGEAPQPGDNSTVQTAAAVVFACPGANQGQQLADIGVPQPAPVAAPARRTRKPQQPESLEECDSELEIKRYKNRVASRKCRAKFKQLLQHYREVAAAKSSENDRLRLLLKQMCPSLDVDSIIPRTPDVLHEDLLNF
LYPLA2 counter = LYPLA2 (human) inhibition in PME1 counter-screen; 320,000 tested, 0.38% active; recombinant LYPLA2, FP-Rh probe fluorescence polarization; inhibition, % at 5.9 µM; AID 2177; O95372;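 active = inhibition above the screen-wide mean plus 3 SD, limit set per campaign, cut at about 26% in these data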;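 note: 0% = LYPLA2 with DMSO and 100% = wells lacking LYPLA2 enzyme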
LYPLA1 counter = blocks human lysophospholipase 1, a PME1 counter-screen. O75608. recombinant LYPLA1, FP-Rh probe fluorescence polarization. inhibition, % at 5.9 µM. 320,000 tested, 0.16% active;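 active = inhibition above the mean of all tested compounds plus 3 SD, set per campaign, cut at about 14% in these data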;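 note: inhibitors block serine hydrolase probe labeling of LYPLA1 so polarization falls; 0% = enzyme with DMSO and 100% = wells lacking LYPLA1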
PREPL inhibitor = inhibitors of human prolyl oligopeptidase-like enzyme PREPL; Q4J6C6; recombinant PREPL, fluorescence polarization activity-based probe; inhibition, % at 5.96 µM; 320,000 tested, 0.68% active; AID 2751; in the data active = inhibition above about 43%;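 note: 0% = enzyme with DMSO and 100% = wells lacking enzyme; many of its hits are not listed in these tables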
EBNA-1 inh = blocks EBNA-1 binding to DNA; inhibition, % at 14.8 µM; EBNA-1 DNA binding, fluorescence polarization; 300,000 tested, 0.34% active; in the data active = inhibition above about 28%
PAFAH2 inh = inhibitors of human PAFAH2; Q99487; recombinant PAFAH2, FP-rhodamine activity probe, fluorescence polarization; inhibition, % at 3.39 µM; 340,000 tested, 0.99% active; AID 492956;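 active = inhibition above the mean over all tested compounds plus 3 SD, cut at about 30% in these data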;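 note: inhibitors block probe labeling of enzyme so polarization drops; 0% = enzyme with DMSO and 100% = wells lacking PAFAH2 protein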
PAFAH1B2 inh = inhibitors of human PAFAH1B2. P68402. recombinant PAFAH1B2, FP-rhodamine activity probe, fluorescence polarization. inhibition, % at 3.39 µM. 340,000 tested, 1.2% active. AID 492953;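 active = inhibition above the mean of all tested compounds plus 3 SD, cut at about 24% in these data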;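 note: 0% = enzyme with DMSO and 100% = wells lacking PAFAH1B2; many of its hits are not listed in these tables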
PAFAH1B3 FP inh = PAFAH1B3 (human) inhibition; Q15102; recombinant PAFAH1B3, FP-rhodamine probe, fluorescence polarization; inhibition, % at 3.39 µM; 340,000 tested, 0.28% active;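 active = inhibition above the screen-wide average of all tested compounds plus 3 SD, cut at about 25% in these data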;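 note: 0% = enzyme with DMSO only and 100% = wells lacking PAFAH1B3 protein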
Target sequence (Q15102 whole entry, looked up): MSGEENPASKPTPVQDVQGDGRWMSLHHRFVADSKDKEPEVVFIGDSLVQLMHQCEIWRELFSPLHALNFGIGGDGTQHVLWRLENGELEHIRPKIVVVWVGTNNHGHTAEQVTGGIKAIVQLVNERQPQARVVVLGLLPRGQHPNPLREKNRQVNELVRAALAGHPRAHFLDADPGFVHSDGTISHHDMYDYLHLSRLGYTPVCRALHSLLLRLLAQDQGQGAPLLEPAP
pPAFAH inh = inhibitors of human plasma PAF acetylhydrolase (pPAFAH). 330,000 tested, 1.5% active. recombinant pPAFAH, FP-rhodamine probe fluorescence polarization. inhibition, % at 3.39 µM;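 active = inhibition above the mean inhibition across the screen plus 3 SD, cut at about 25% in these data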;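 note: inhibitors block binding of the rhodamine activity-based probe so polarization drops; 0% = enzyme with DMSO and 100% = wells lacking pPAFAH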
Target sequence (Q13093 whole entry, looked up): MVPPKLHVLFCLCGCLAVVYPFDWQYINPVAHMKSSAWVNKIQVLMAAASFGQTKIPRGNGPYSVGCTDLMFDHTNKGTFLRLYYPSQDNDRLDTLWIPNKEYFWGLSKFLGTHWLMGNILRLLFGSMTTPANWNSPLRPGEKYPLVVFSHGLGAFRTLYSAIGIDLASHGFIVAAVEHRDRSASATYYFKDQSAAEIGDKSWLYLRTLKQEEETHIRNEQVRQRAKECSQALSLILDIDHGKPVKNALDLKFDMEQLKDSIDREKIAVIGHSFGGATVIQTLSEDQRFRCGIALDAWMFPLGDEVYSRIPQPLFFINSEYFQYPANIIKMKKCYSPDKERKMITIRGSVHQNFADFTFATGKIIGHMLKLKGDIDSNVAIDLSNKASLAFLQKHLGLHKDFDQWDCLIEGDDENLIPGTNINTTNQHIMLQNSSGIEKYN
* marks the source's active call; other numbers are inactive results; / = not tested or not shown. This is a subset, so the mix of outcomes need not match the whole.

Start of the listing, in advance (18 entries):
SMILES	ZTA DNA inh	LYPLA2 counter	LYPLA1 counter	PREPL inhibitor	EBNA-1 inh	PAFAH2 inh	PAFAH1B2 inh	PAFAH1B3 FP inh	pPAFAH inh
NC(=O)C(=O)N/N=C/c1cccc(C(F)(F)F)c1	1	-1	-2	16	3	-1	4	2	-2
Cc1cc(C(=O)COC(=O)c2ccc(O)cc2)c(C)n1CC1COc2ccccc2O1 (centres undefined)	-10	2	11	-14	-2	5	5	-3	17
COc1cccc(OC)c1C(=O)Nc1ccc(N2CCN(C(=O)c3cccs3)CC2)cc1	-13	0	2	9	-2	0	-2	2	4
COc1ccccc1N(CC(=O)NC1CCCC1)C(=O)CNC(=O)c1cccs1	3	-4	0	-9	-7	-11	-6	7	-1
CC(=O)c1cccc(NC(=O)C(C)OC(=O)CNC(=O)c2ccc(C)s2)c1 (centres undefined)	0	4	-6	-6	6	4	1	-4	2
CC1(C)CC(N(Cc2ccc(F)cc2)C(=O)c2ccc(F)cc2)CCO1 (centres undefined)	10	-3	1	2	4	-3	0	7	5
O=S(=O)(c1ccc(SCc2cccc(Cl)c2)nc1)N1CCCC1	-8	1	-2	16	/	8	5	20	7
CCOc1cc(C2C(C(=O)OC(C)C)=C(C)N=C3SCCC(=O)N32)ccc1OC(C)=O (centres undefined)	0	-6	3	17	12	-3	-3	12	0
CCCCn1c(N)c(N(CC(C)C)C(=O)C2CCCO2)c(=O)[nH]c1=O (centres undefined)	14	-4	1	1	0	0	0	7	-4
Cc1cccc(CN2C(=O)[C@@H]3Cc4c([nH]c5ccccc45)C(C)(C)N3C2=O)c1	0	-3	-4	8	3	4	2	10	9
COc1c(C)cccc1C(=O)NC(=S)Nc1ccccc1N1CCCC1	15	5	-2	1	3	6	5	12	5
COc1ccc(/C=C/C(=O)NCCCc2ccccc2)cc1	-10	10	2	-8	1	-1	-3	6	3
Cc1ccccc1/C=C/C(=O)c1ccc([N+](=O)[O-])o1	21	10	0	7	9	/	/	/	10
COc1ccc(CCNS(=O)(=O)c2cccc([N+](=O)[O-])c2)cc1	1	4	-1	-6	11	5	13	19	4
Cc1cc(Br)c2c(c1)C(O)(N1CCCCC1C)C(=O)N2 (centres undefined)	-2	2	2	12	2	-1	10	0	1
CN(C(=O)c1ccncc1)C1CCS(=O)(=O)C1 (centres undefined)	-9	-2	-1	7	0	2	-1	3	6
CCN(C(=O)COC(=O)CCS(=O)(=O)c1ccc(C)cc1)C1CCS(=O)(=O)C1 (centres undefined)	-12	-5	0	12	4	2	4	5	5
N=c1sccn1CC(=O)NC(c1ccccc1)c1ccccc1	-13	-2	0	8	-1	-38	2	2	2

This part in full, from the first entry:
SMILES	ZTA DNA inh	LYPLA2 counter	LYPLA1 counter	PREPL inhibitor	EBNA-1 inh	PAFAH2 inh	PAFAH1B2 inh	PAFAH1B3 FP inh	pPAFAH inh
NC(=O)C(=O)N/N=C/c1cccc(C(F)(F)F)c1	1	-1	-2	16	3	-1	4	2	-2
Cc1cc(C(=O)COC(=O)c2ccc(O)cc2)c(C)n1CC1COc2ccccc2O1 (centres undefined)	-10	2	11	-14	-2	5	5	-3	17
COc1cccc(OC)c1C(=O)Nc1ccc(N2CCN(C(=O)c3cccs3)CC2)cc1	-13	0	2	9	-2	0	-2	2	4
COc1ccccc1N(CC(=O)NC1CCCC1)C(=O)CNC(=O)c1cccs1	3	-4	0	-9	-7	-11	-6	7	-1
CC(=O)c1cccc(NC(=O)C(C)OC(=O)CNC(=O)c2ccc(C)s2)c1 (centres undefined)	0	4	-6	-6	6	4	1	-4	2
CC1(C)CC(N(Cc2ccc(F)cc2)C(=O)c2ccc(F)cc2)CCO1 (centres undefined)	10	-3	1	2	4	-3	0	7	5
O=S(=O)(c1ccc(SCc2cccc(Cl)c2)nc1)N1CCCC1	-8	1	-2	16	/	8	5	20	7
CCOc1cc(C2C(C(=O)OC(C)C)=C(C)N=C3SCCC(=O)N32)ccc1OC(C)=O (centres undefined)	0	-6	3	17	12	-3	-3	12	0
CCCCn1c(N)c(N(CC(C)C)C(=O)C2CCCO2)c(=O)[nH]c1=O (centres undefined)	14	-4	1	1	0	0	0	7	-4
Cc1cccc(CN2C(=O)[C@@H]3Cc4c([nH]c5ccccc45)C(C)(C)N3C2=O)c1	0	-3	-4	8	3	4	2	10	9
COc1c(C)cccc1C(=O)NC(=S)Nc1ccccc1N1CCCC1	15	5	-2	1	3	6	5	12	5
COc1ccc(/C=C/C(=O)NCCCc2ccccc2)cc1	-10	10	2	-8	1	-1	-3	6	3
Cc1ccccc1/C=C/C(=O)c1ccc([N+](=O)[O-])o1	21	10	0	7	9	/	/	/	10
COc1ccc(CCNS(=O)(=O)c2cccc([N+](=O)[O-])c2)cc1	1	4	-1	-6	11	5	13	19	4
Cc1cc(Br)c2c(c1)C(O)(N1CCCCC1C)C(=O)N2 (centres undefined)	-2	2	2	12	2	-1	10	0	1
CN(C(=O)c1ccncc1)C1CCS(=O)(=O)C1 (centres undefined)	-9	-2	-1	7	0	2	-1	3	6
CCN(C(=O)COC(=O)CCS(=O)(=O)c1ccc(C)cc1)C1CCS(=O)(=O)C1 (centres undefined)	-12	-5	0	12	4	2	4	5	5
N=c1sccn1CC(=O)NC(c1ccccc1)c1ccccc1	-13	-2	0	8	-1	-38	2	2	2
COc1ccc2nc3c(nc2c1)CCCC3	-9	-3	-1	20	-17	4	8	2	-1
Cn1ncc2c(N3CCC(Cc4ccccc4)CC3)ncnc21	10	3	2	-5	-2	5	13	-3	14
O=C(N/N=C/c1ccncc1)c1ccc(COc2cccc3cccnc23)cc1	-11	-5	-4	-5	-3	4	-3	9	2
C/C(=N\NC(=O)c1nnn(-c2nonc2N)c1-c1ccc2c(c1)OCO2)c1cccs1	-8	-3	2	-8	-9	-7	-1	2	-3
COc1ccccc1NC(=S)N(Cc1ccco1)Cc1cc2cc(C)ccc2[nH]c1=O	-22	-3	-4	2	42*	-3	-2	-1	-2
COc1ccc(-c2[nH]ncc2CN2CCCOc3c(cccc3OC)C2)c(OC)c1	-22	-1	-2	11	-12	-1	4	7	-6
COc1ccc(Br)cc1C(=O)Nc1ccc(NC(=O)c2ccco2)cc1	2	-5	-3	5	27	-15	-5	-4	0
CCOC(=O)c1cc(OC(=O)c2ccccc2)n(-c2ccccc2)n1	18	-1	0	0	3	5	2	1	7
Cc1ccsc1/C=C1\SC(=S)N(CC2CCCO2)C1=O (centres undefined)	9	-1	-1	-12	-5	5	4	5	6
CCCC12CN3CC(C)(CN(C1)C3c1ccc(OC(C)C)cc1)C2=O (centres undefined)	-11	7	0	1	7	-3	1	2	0
CCc1nnc(NC(=O)C2CSC3(C)CCC(=O)N23)s1 (centres undefined)	2	-6	-2	-10	-1	3	6	6	-3
CC(=O)c1c(C)[nH]c2ccccc2c1=O	18	3	1	23	11	-2	3	2	-4
Cc1cccc(NNC(=O)c2c(F)cccc2Cl)c1	-4	0	0	7	-4	2	6	6	3
CC(=O)N1CCN=C1SCc1ccccc1	-6	5	2	-7	0	-1	1	0	3
O=C1C2C3C=CC(C3)C2C(=O)N1/N=C/c1cn(Cc2ccccc2)c2ccccc12 (centres undefined)	-12	0	-2	-22	-11	10	1	9	21
CCCCOC(=O)N1CCOCCOCCOCCOCC1	-7	5	1	15	-9	2	2	-3	1
CCCCn1c(N)c(N(C)C(=O)c2ccccc2Oc2ccccc2)c(=O)[nH]c1=O	-3	3	1	-1	/	5	0	-2	1
Cc1ccc(N2CCN(CC(O)COc3cccc4ccccc34)CC2)cc1 (centres undefined)	3	7	1	30	-10	8	7	10	4
Cc1ccc(S(=O)(=O)Nc2cccc(C(=O)N3CCOCC3)c2)c(C)c1NS(C)(=O)=O	-28	8	4	15	-1	3	3	5	-2
O=C(NCCN1C(=O)S/C(=C\c2cccnc2)C1=O)c1ccc([N+](=O)[O-])s1	2	0	2	-3	-4	-1	-1	6	8
COc1ccc2c(c1)cc(C(=O)N[C@@H](CCSC)C(=O)N1CCC(C(=O)O)CC1)n2C	1	-1	-2	-7	-13	6	5	7	2
CCN(CC)C(=O)c1cccc(NC(=O)CC23CC4CC(CC(C4)C2)C3)c1	6	-3	-2	-7	-3	10	12	7	7
COC(=O)CCc1c(C)c(C(=O)c2ccc(F)cc2)c2ccccn12	-3	2	0	11	8	5	4	7	8
CCCCNC(=O)NC1(C(F)(F)F)Oc2ccccc2O1	-2	-4	-6	3	-9	-1	12	-1	5
Cc1cnc(NC(=O)C2COc3ccccc3O2)s1 (centres undefined)	9	-3	0	3	7	9	1	9	5
Cc1csc(Nc2ccccc2)[n+]1C	-3	0	3	-7	0	3	7	15	-4
NS(=O)(=O)OCCCc1ccccc1	5	-4	2	-10	9	8	1	7	0
O=C(Nc1cccc(Cl)c1)C1=Cc2cc(Cl)ccc2OC1	3	-69	-40	-6	-2	-34	-17	-33	-23
COc1ncccc1-c1nnn(-c2ccccc2)n1	10	2	-1	-10	-2	5	-1	9	-4
COc1ccc(-n2c(C)cc(C(=O)CN3CCCCC3)c2C)cc1	-13	-1	4	-2	-12	-5	4	-2	3
CCc1cc(=O)oc2cc(C)cc(OC(C)C(=O)NCC(O)c3ccccc3)c12 (centres undefined)	-1	9	3	-6	1	-3	3	6	0
Cc1c(Cl)cccc1NC(=O)COC(=O)Cn1cnc2c1c(=O)n(C)c(=O)n2C	8	-8	-2	21	/	2	-3	4	-1
Cc1c(Cl)cccc1NC(=O)CN1CCN(CCO)CC1	-1	-4	1	9	1	3	3	3	-3
Cc1ccc(C2(C)NC(=O)N(CC(=O)Nc3cccnc3Cl)C2=O)cc1 (centres undefined)	-24	-2	2	-32	-7	7	4	3	6
COc1cccc(CNC(=O)c2cc3c(cc2Cl)N2CCCCCC2=NS3(=O)=O)c1	-12	1	-2	11	0	-1	2	3	8
CCn1c(=O)c(C(=O)NCc2ccccc2)c(O)c2ccccc21	2	0	-1	-8	7	-3	2	8	5
Cc1cccc(CSc2[nH]c(=O)ncc2C)c1	-31	8	-2	10	-10	6	5	-1	15
Cn1c(=O)n(C)c2cc([N+](=O)[O-])c(N3CCN(CCO)CC3)cc21	2	-1	-3	3	-7	2	2	-2	2
Cc1c(Br)c([N+](=O)[O-])nn1CC(=O)N(C)Cc1ccccc1	20	4	-1	11	-2	-1	-1	9	3
CCOc1ncccc1C(=O)Nc1ccccc1C(=O)NCc1ccc2c(c1)OCO2	-10	-2	-4	2	8	17	7	5	2
CCCCN(C(=O)c1ccc(OC(F)(F)F)cc1)c1c(N)n(CCC)c(=O)[nH]c1=O	-1	3	0	15	-2	2	3	6	-1
COc1ccccc1C(=O)NC(=O)COC(=O)c1ccco1	-13	0	-2	0	-6	0	0	1	-4

Next part:
SMILES	ZTA DNA inh	LYPLA2 counter	LYPLA1 counter	PREPL inhibitor	EBNA-1 inh	PAFAH2 inh	PAFAH1B2 inh	PAFAH1B3 FP inh	pPAFAH inh
O=C(Nc1ccc(Nc2ccccc2)cc1)c1ccco1	13	-1	-3	32	-4	-10	1	0	14
CCOC(=O)CNC(=O)Cn1cnc2c(nnn2-c2ccccc2)c1=O	-12	-9	3	-1	9	-18	1	3	-5
Cc1cccc(C(=O)Nc2ccc(S(=O)(=O)N3CCOCC3)cc2)c1[N+](=O)[O-]	9	-5	-4	-7	1	-2	-3	5	3
COc1ccc(-c2noc(CCC(=O)N3CCN(c4cccc(OC)c4)CC3)n2)cc1	/	/	/	/	/	-2	4	4	9
